ASK1 primary: ASK1 kinase inhibitors, primary screen, biochemical, AlphaScreen; AID 1159602, 2016; 22,000 compounds, 0.99% hits; AlphaScreen MKK6 phosphorylation by ASK1, luminescence; inhibition, % at 7.44 µM; Mitogen-activated protein kinase kinase kinase 5 (Homo sapiens), Q99683; in the data active = inhibition above about 35%;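 note: 0% = median of compound wells and 100% = no enzyme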
Target sequence (Q99683 whole entry, looked up): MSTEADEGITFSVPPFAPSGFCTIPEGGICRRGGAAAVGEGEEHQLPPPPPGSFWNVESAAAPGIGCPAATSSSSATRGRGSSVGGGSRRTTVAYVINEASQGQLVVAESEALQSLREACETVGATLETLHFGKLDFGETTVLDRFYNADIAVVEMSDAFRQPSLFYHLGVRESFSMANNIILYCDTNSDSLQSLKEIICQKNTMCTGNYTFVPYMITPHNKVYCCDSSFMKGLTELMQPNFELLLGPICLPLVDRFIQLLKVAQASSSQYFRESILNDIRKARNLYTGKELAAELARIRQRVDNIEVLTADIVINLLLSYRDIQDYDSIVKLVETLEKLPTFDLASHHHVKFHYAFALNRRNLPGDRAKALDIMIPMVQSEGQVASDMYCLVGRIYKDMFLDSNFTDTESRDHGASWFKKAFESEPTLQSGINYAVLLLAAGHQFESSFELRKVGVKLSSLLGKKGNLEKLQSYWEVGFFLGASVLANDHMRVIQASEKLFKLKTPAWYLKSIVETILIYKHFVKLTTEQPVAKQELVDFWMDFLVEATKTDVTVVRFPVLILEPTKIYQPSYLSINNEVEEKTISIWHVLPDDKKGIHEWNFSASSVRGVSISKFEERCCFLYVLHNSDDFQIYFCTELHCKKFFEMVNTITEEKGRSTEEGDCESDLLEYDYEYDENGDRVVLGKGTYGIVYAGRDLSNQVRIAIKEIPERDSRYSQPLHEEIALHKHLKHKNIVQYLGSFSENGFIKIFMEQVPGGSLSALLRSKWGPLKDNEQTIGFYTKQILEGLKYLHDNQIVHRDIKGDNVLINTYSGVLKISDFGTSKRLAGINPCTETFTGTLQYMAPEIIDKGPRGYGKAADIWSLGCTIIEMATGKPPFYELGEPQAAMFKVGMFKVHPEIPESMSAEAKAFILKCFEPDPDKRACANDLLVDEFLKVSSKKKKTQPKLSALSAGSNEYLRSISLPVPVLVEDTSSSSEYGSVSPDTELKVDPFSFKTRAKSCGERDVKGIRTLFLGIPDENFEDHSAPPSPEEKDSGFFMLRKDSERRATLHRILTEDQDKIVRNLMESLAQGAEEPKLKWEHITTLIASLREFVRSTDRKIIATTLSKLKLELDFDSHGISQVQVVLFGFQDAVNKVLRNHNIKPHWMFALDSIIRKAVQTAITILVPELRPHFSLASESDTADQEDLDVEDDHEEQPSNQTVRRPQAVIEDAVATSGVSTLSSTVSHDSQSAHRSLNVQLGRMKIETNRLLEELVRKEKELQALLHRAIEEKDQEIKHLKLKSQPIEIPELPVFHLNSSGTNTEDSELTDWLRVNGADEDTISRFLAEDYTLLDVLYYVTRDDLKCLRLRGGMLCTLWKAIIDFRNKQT
ULK1 inh: ULK1 kinase inhibitors, primary screen, biochemical, AlphaScreen; AlphaScreen Atg13 phosphorylation by ULK1, luminescence; AID 1259251, 2017; 30,000 compounds, 1.9% hits; Serine/threonine-protein kinase ULK1 (Homo sapiens), O75385; inhibition, % at 5.96 µM; in the data active = inhibition above about 43%;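 note: 0% = median of compound wells and 100% = no enzyme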
Starred values were filed as active, the others as inactive; . = no result given.

SMILES	ASK1 primary	ULK1 inh
O=C(O)C1CCCCN1S(=O)(=O)c1cccc2nsnc12 (stereo unspecified)	.	-17
CC(C)N(CCNc1nc(N2CCN(c3ccccn3)CC2)nc2c1ncn2-c1ccccc1)C(C)C	2	3
COc1cc(-c2cn[nH]c2)ccc1C(=O)NCC(C)c1ccccc1 (stereo unspecified)	-10	-3
c1ccc(-c2nc(NCc3ccco3)cc(-c3ccncc3)n2)nc1	.	36
COc1cc(Nc2nc(NC3CC3)c3ncn(C4CCCCC4)c3n2)cc(OC)c1OC	8	-2
Cc1cc(N2CCCC2)nc(Nc2ccc(NS(=O)(=O)c3ccc(F)cc3)cc2)n1	.	-17
CCN(CC)C(=O)C1CCCN(c2cc(C(=O)NCCCN3CCCC3=O)c3ccccc3n2)C1 (stereo unspecified)	2	7
Cc1cc(NCCCN2CCCC2=O)nc(Nc2nccc3ccccc23)n1	-8	0
CC(C)n1cnc2c(NC3CC3)nc(Nc3ccccc3)nc21	10	19
O=C(NCCN1CCOCC1)c1ccc(-c2ccccc2)s1	4	2
CC(C)(C)Cc1nnc(NC(=O)CCCc2ccccc2)s1	.	-2
O=C(NCc1nc2ccccc2[nH]1)c1ccnc(Cl)c1	-3	-4
Cc1nc(C)n(-c2ccc(Nc3cc(-c4nn(CCN5CCOCC5)cc4-c4ccccc4)ccn3)cc2)n1	-20	-1
CCCNC(=O)c1cccc(-c2cccc(N)c2)c1	4	-2
COc1ccc2cc(C(=O)O)n(C)c2c1	.	7
Cc1nn(C)c(C)c1-c1ncc(C(=O)NC2CC2)s1	-1	-6
O=C(NCc1cccc(C(F)(F)F)c1)c1ccnc(N2CCN(Cc3ccc4c(c3)OCO4)CC2)c1	-3	-19
Cc1cncc2cccc(NC3CCN(C(=O)[C@@H](N)Cc4ccccc4)CC3)c12	-15	1
COc1ccc(-c2cc(NCc3cccc(C(F)(F)F)c3)ncn2)cn1	1	-16
Oc1ccc(CCNc2ccnc(-c3ccccc3)n2)cc1	5	-31
O=C(NC1CC1)c1ccc(-c2nc3ncnc(NCc4ccccc4)c3[nH]2)cc1	10	10
O=C(NCc1cccc(C(F)(F)F)c1)c1ccc2nc(Nc3ccccc3)sc2c1	9	-20
Cn1c(Nc2nc(NC3CC3)c3ncn(-c4ccccc4)c3n2)nc2ccccc21	2	5
CC(C)C(=O)Nc1ccccc1C(C)C	.	4
O=C(NCCO)c1cc(NCCCN2CCCC2=O)nc2ccccc12	-2	-16
CC(C)n1c(SCCC#N)nc2c1c(=O)n(C)c(=O)n2C	.	-3
CC(C)n1c(N2CCC(N3CCOCC3)CC2)nc2c(NCc3nc4ccccc4[nH]3)ncnc21	-18	-3
COc1ccc(CCNc2cc(Nc3cnccn3)ncn2)cc1	1	0
NS(=O)(=O)c1ccc(NC(=O)CCC(=O)O)cc1	.	3
CCCNc1nc(N2CCCC2CO)ncc1C (stereo unspecified)	-6	7
CCn1c(C2CCc3ccccc3O2)nc2cc(F)c(-c3cn[nH]c3)cc21 (stereo unspecified)	3	13
COc1ccc(-c2cccc(C(=O)NC3CCN(Cc4ccccc4)CC3)c2)cc1	-5	1
COc1ccc(CCNc2cc(Cl)ncn2)cc1	-11	1
Nc1cccc(-c2cc(C(=O)NCc3cccc(C(F)(F)F)c3)ccn2)c1	-16	-14
O=C1CCCN1CCCNc1nc(NC2CC2)c2[nH]cnc2n1	4	-5
COc1cc(NC(=O)c2ccc(-c3cccc(C(C)=O)c3)s2)cc(OC)c1OC	10	-8
Cc1cc(NCCCN2CCCC2=O)nc(-c2c(C)noc2C)n1	-14	3
O=C(NCc1nc2ccccc2[nH]1)c1cccc(-c2ccc(N3CCOCC3)nc2)c1	-5	-4
CCN(CC)c1nc(NC2CCN(Cc3ccccc3)CC2)nc(N2CCc3ccccc3C2)n1	-16	-12
CNCCCCOc1ccccc1Cc1ccccc1	.	-14
O=S(=O)(O)c1cc(I)c(O)c2ncccc12	.	45*
CC(=O)c1cccc(-c2nc3c(N)ncnc3n2C(C)C)c1	5	10
O=C(Cc1cn(-c2ccc(Nc3ccc(-n4ccnc4)cc3)nn2)c2ccccc12)NCc1cccnc1	4	9
Nc1cc(N2CCCC2CO)nc(N)n1 (stereo unspecified)	-1	3
O=C(c1ccncc1)N1CCC(Oc2ccc(Cl)cn2)CC1	-7	-10

One compound at a time (already shown). Order of screens: ASK1 primary | ULK1 inh
O=C1CCCN1CCCNc1nc(NC2CC2)c2[nH]cnc2n1 is listed as 4 | -5
O=S(=O)(O)c1cc(I)c(O)c2ncccc12 is listed as . | 45*
O=C(NCc1nc2ccccc2[nH]1)c1cccc(-c2ccc(N3CCOCC3)nc2)c1 is listed as -5 | -4
COc1ccc(-c2cccc(C(=O)NC3CCN(Cc4ccccc4)CC3)c2)cc1 is listed as -5 | 1

(more compounds)
SMILES	ASK1 primary	ULK1 inh
O=C(CSCc1ccc(Cl)cc1)NCc1ccccn1	.	-4
COc1cc(NC(=O)c2ccc(-c3ccc(C(=O)N4CCN(C)CC4)cc3)s2)cc(OC)c1OC	-7	-22
COc1ccc(NC(=O)C2CCCCN2S(=O)(=O)c2ccc(Cl)s2)cc1 (stereo unspecified)	.	5
CC(C)N(CCNc1nc(Nc2ccncn2)nc2c1ncn2-c1ccsc1)C(C)C	-10	8
COc1ccc(CCNc2nc(Nc3cccc(N(C)C)c3)nc3c2ncn3CCN2CCCC2=O)cc1	18	8
OCCN1CCN(CCCN2c3ccccc3Sc3ccc(C(F)(F)F)cc32)CC1	.	-15
CCCNC(=O)c1cnc(Nc2cccc(N(C)C)c2)s1	6	8
Cn1nccc1Nc1nc(NC2CCN(Cc3ccccc3)CC2)c2ncn(Cc3ccc(C(F)(F)F)cc3)c2n1	16	7
COc1ccc(-c2nc3c(NCc4cccnc4)ncnc3n2C(C)C)cn1	-8	3
Cc1nc(C)n(-c2ccc(Nc3nccc(-c4cc(N5CCOCC5)cc(C(F)(F)F)c4)n3)cc2F)n1	4	-16
O=C(NCCc1ccc(O)cc1)c1csc(Nc2ccc(C(F)(F)F)cc2)n1	-18	-15
c1cnc2ccc(Nc3nc(NC4CC4)c4[nH]cnc4n3)cc2c1	-39	64*
CC(C)n1cnc2c(Nc3ccccc3)nc(N3CCC(N4CCOCC4)CC3)nc21	6	18
COc1ccc(-c2nc(NCCc3ccc(O)cc3)c3ncn(CCN4CCCC4=O)c3n2)cc1	9	-29
Cc1cc(NN)nc(NS(=O)(=O)c2ccccc2Cl)n1	.	0

5 of the entries above in order of the ASK1 primary value, largest number first:
SMILES	ASK1 primary	ULK1 inh
COc1ccc(CCNc2nc(Nc3cccc(N(C)C)c3)nc3c2ncn3CCN2CCCC2=O)cc1	18	8
COc1ccc(-c2nc(NCCc3ccc(O)cc3)c3ncn(CCN4CCCC4=O)c3n2)cc1	9	-29
CC(C)N(CCNc1nc(Nc2ccncn2)nc2c1ncn2-c1ccsc1)C(C)C	-10	8
O=C(NCCc1ccc(O)cc1)c1csc(Nc2ccc(C(F)(F)F)cc2)n1	-18	-15
c1cnc2ccc(Nc3nc(NC4CC4)c4[nH]cnc4n3)cc2c1	-39	64*

(cont.)
SMILES	ASK1 primary	ULK1 inh
O=C(NCc1ccccc1)c1cnc(-c2ccccc2)s1	-9	-7
CN(C)/N=N/c1nc[nH]c1C(N)=O	.	-6
c1nc2nc(N3CCN(Cc4ccc5c(c4)OCO5)CC3)nc(NCCN3CCOCC3)c2[nH]1	4	8
NC(=O)c1ccnc(-c2csc3ccccc23)c1	-8	-2
COc1nc(Nc2ccc(N3CCOCC3)cc2)nc(-c2ccc(C(N)=O)cc2)n1	2	2
COc1cc2nc(NC3CCN(Cc4ccccc4)CC3)nc(Nc3ccccc3)c2cc1OC	-9	-3
CCCNc1ncnc2nc(-c3ccc(OC)cc3)[nH]c12	-15	-5
COc1cccc(-c2csc(/C(C#N)=C/Nc3ccc(C(N)=O)cc3)n2)c1	.	1
COc1cc2nc(N(C)CCCNC(=O)C3CCCO3)nc(N)c2cc1OC (stereo unspecified)	.	3
CC(C)n1c(N2CCOCC2)nc2c(N)ncnc21	5	-3
CCCCNC(=O)c1cc(OC)cc(OC)c1	.	-5
FC(F)(F)c1ccc(Cn2cnc3c(NCCOc4ccccc4)nc(NCc4cccnc4)nc32)cc1	13	8
CC(C)n1cnc2c(Nc3ccccc3)nc(N3CCc4ccccc4C3)nc21	8	7
CC(=O)Nc1ccc(NC(=O)c2cnc(NCc3ccc4c(c3)OCO4)s2)cc1	1	0
Nc1ncnc2c1ncn2C1OC(COP(=O)(O)O)C(O)C1O (stereo unspecified)	.	8
O=C(NCc1cccnc1)c1cnc(Nc2ncccn2)s1	7	42
NC(C(=O)N1CCCC(c2nc(-c3ccncc3)no2)C1)c1ccc(Br)cc1 (stereo unspecified)	7	5
O=C1CCCN1CCn1cnc2c(NCCOc3ccccc3)nc(Cl)nc21	-9	-6
COc1ccnc2c1c(=O)n(Cc1ccc([N+](=O)[O-])cc1)c(=O)n2C	.	-7
CN(C)c1cccc(Nc2cc(C(=O)Nc3ccc(N4CCOCC4)cc3)c3ccccc3n2)c1	24	20
O=C(NCCCN1CCCC1=O)c1cccc(Nc2cnccn2)c1	6	4
O=C1CCCN1CCn1cnc2c(NC3CCN(Cc4ccccc4)CC3)nc(Nc3ncccn3)nc21	8	19
Oc1ccc(CCNc2cc(-c3csc4ccccc34)ncn2)cc1	4	-16
COc1ccc(-c2ccc(C(=O)NCCN(C(C)C)C(C)C)s2)cn1	-6	5
CCCCC(CC)CN1CN(CC(CC)CCCC)CC(C)(N)C1 (stereo unspecified)	.	1
COc1cc(NC(=O)c2ccc3nc(-c4cccs4)sc3c2)cc(OC)c1OC	13	2
CC(=O)c1cccc(-c2cccc(C(=O)NCCOc3ccccc3)n2)c1	-11	-20
Nc1nc(NCc2ccccc2)cc(N2CCCC2CO)n1 (stereo unspecified)	6	6
CN(C)C(=O)[C@@H](O)CCNC(=O)c1ccc(Nc2ccc3[nH]ncc3c2)nc1	12	-2
c1cnc(Nc2nc(NC3CC3)c3ncn(C4CCCCC4)c3n2)nc1	-16	5
CCCNc1ncnc2c1nc(-c1c(C)noc1C)n2C(C)C	-13	4
c1ccc(OCCNc2nc(N3CCC(N4CCOCC4)CC3)nc3c2ncn3-c2ccccc2)cc1	8	-6
CN(C)CCOc1cc(-c2cn[nH]c2)ccc1NC(=O)Nc1ccc(-c2cn[nH]c2)cc1OCCN(C)C	19	0
COC(=O)C[C@](O)(CCCC(C)(C)O)C(=O)O[C@@H]1C(OC)=C[C@]23CCCN2CCc2cc4c(cc2[C@H]13)OCO4	.	-17
Cc1nc(Nc2ccc(Oc3ccccc3)cc2)cc(-c2cccnc2)n1	.	-54
CCN(CC)C(=O)C1CCCN(c2cc(NCCN(C(C)C)C(C)C)nc(N)n2)C1 (stereo unspecified)	-4	-28
Cc1cc(Nc2ccc3c(c2)OCO3)nc(N2CCCC2CO)n1 (stereo unspecified)	4	6
COc1ccc(CCNC(=O)Cc2cn(-c3ccc(N4CCC(N5CCOCC5)CC4)nn3)c3ccccc23)cc1	-8	-4
Cc1cnc(NC2CCC(O)CC2)nc1NCc1ccccc1 (stereo unspecified)	-17	-6
COc1ccc(CCNC(=O)c2ccc(-c3ccc(C(N)=O)cc3)s2)cc1	8	-5
Cn1c(Nc2nccc(NCc3ccccc3)n2)nc2ccccc21	-23	-8
c1cc(NCCN2CCOCC2)nc(NCCN2CCOCC2)n1	4	-4
c1ccc(Oc2ccc(Nc3nc(Nc4ccccn4)nc4c3ncn4-c3ccccc3)cc2)cc1	-3	4
CCCNC(=O)c1ccc(-c2ccc(OC)cc2)s1	-10	3
CC(=O)Nc1ccc(Nc2nc(NCc3cccnc3)nc3c2ncn3-c2ccccc2)cc1	-14	7
CC(C)N(CCNc1ncnc2c1nc(Nc1ccncc1)n2C(C)C)C(C)C	-2	3
Cc1nc(C)n(-c2ccc(Nc3nccc(-c4cc(-n5cncn5)cc(-n5cncn5)c4)n3)cc2)n1	10	17
COc1cccc(CNC(=O)Nc2ccc(-c3cn[nH]c3)cc2C(=O)N(C)C)c1	-9	-1
Cc1cccc(NC(=O)Cc2ccccc2)c1N1CCC2(CC1)OCCO2	3	3
CCOc1ccc(-c2cc(=O)c3cc(NC(=O)c4cccnc4)ccc3o2)cc1	.	-4
CC(C)N(CCNc1cc(Cl)ncn1)C(C)C	-16	-12
Cn1c(Nc2nc3ncnc(NCc4ccccc4)c3[nH]2)nc2ccccc21	-8	14
COc1cc(Nc2ncnc3nc(-c4ccc(C(=O)NC5CC5)cc4)[nH]c23)cc(OC)c1OC	-13	10
O=C(NC(=S)NNC(=O)c1ccccc1[N+](=O)[O-])c1ccc(Br)cc1	.	3
COc1cc(Nc2cc(-n3cnc(Nc4ccccc4)n3)c(F)cn2)ccc1N1CCOCC1	3	8
Oc1ccc(CCNc2cc(Nc3ccccn3)ncn2)cc1	0	-8
O=C(Nc1ccccc1)c1cncc(-c2csc3ccccc23)c1	6	-12
O=C(NC1CC1)c1cnc(Nc2ccncn2)s1	-4	3
CCOC(=O)C(C)(N)Cc1cc(I)c(Oc2cc(I)c(O)c(I)c2)c(I)c1 (stereo unspecified)	.	34
CCCNc1cc(C)nc(-c2ccc(OC)cc2)n1	-7	-8
O=C(NCCCN1CCCC1=O)c1cnc(Br)s1	-3	-5

5 compounds picked at random from the list so far:
SMILES	ASK1 primary	ULK1 inh
O=C(NCCCN1CCCC1=O)c1cnc(Br)s1	-3	-5
CCCNc1cc(C)nc(-c2ccc(OC)cc2)n1	-7	-8
Cc1nc(C)n(-c2ccc(Nc3nccc(-c4cc(-n5cncn5)cc(-n5cncn5)c4)n3)cc2)n1	10	17
COc1cc(Nc2cc(-n3cnc(Nc4ccccc4)n3)c(F)cn2)ccc1N1CCOCC1	3	8
Oc1ccc(CCNc2cc(Nc3ccccn3)ncn2)cc1	0	-8
